Compound activity: PubChem BioAssay, several laboratories
Platelet DG rel = modulates dense granule release in human platelets. AID 1663. human platelet-rich plasma, SFLLRN dense granule ATP release, luminescence. inhibition, %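 (compounds screened at 7.5 µM in platelet-rich plasma)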. actives 0.22% (n = 300,000);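 active = mean replicate score, as percent of positive control, at or above 50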
KLF5 inh = kruppel-like factor 5 inhibition; AID 1700; actives 0.23% (n = 290,000); inhibition, % at 5 µM; DLD-1 KLF5 promoter-luciferase reporter, luminescence;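 active = inhibition above a per-plate limit of that plate's mean compound inhibition plus 3 SD, cut at about 60% in these data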;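 also: 0% = DMSO wells and 100% = LY294002 at 200 µM; higher means less KLF5 promoter-driven luciferase light; inactives centre near -14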
GSK3beta inhib = blocks human GSK3beta kinase activity. activity score (negative = inhibition), % at 10 µM. actives 0.038% (n = 300,000). AID 2097. GST-GSK3beta kinase, ADP-Glo luminescence, 60 min; hits give low values;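 active = more than half of replicate wells score below -50%, meaning over 50% inhibition versus plate controls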;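 also: 0% = median DMSO wells and -100% = median GW8510 positive control wells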
Target sequence (P49841 whole entry, looked up): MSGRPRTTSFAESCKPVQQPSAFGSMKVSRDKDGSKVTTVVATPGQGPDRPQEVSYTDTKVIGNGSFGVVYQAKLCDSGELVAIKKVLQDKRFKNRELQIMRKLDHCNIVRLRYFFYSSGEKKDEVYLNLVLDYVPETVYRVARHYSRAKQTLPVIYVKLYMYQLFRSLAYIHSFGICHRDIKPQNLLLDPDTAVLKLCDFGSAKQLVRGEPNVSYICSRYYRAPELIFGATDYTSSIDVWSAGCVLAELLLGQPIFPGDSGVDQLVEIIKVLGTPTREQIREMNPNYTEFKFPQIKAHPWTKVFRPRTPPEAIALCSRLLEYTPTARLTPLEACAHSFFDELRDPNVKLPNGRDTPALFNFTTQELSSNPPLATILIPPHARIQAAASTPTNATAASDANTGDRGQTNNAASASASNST
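Assay system: GST-tagged human GSK3beta kinase, cell-free; Input: 1.6 ng GSK3beta; Medium: Tris/MgCl2 kinase buffer; Timing: 60 min enzyme reaction, room temperature; Signal: ADP-Glo luminescence quantifying ADP generated by kinase; Evaluation: score relative to plate controls; Benchmarks: DMSO neutral wells and GW8510 at 20 µM as positive.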
aSyn UTR inh = MLPCN primary screen, SNCA 5' untranslated region. alpha-synuclein 5'UTR reporter, inhibitor activity. inhibition, % (tested at 7.5 µM). actives 0.82% (n = 300,000); in the data active = inhibition above about 60%;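 also: H4 neuroglioblastoma cells stably carrying SNCA 5'UTR luciferase fusion; 0% = DMSO wells and 100% = positive control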
IEC-6 cytotox = IEC-6 cytotoxicity, counter-screen for KLF5 inhibitors; luminescence viability; inhibition, % at 5 µM; actives 0.78% (n = 290,000); AID 1825; in the data active = inhibition above about 22%;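 also: 0% = plate median of test compound wells and 100% = cytotoxic reference compound wells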
HSF1 inh = HSF1 inhibition | NIH3T3-HGL HSE-luciferase, MG132-induced, luminescence 8 h; hits give low values | activity change, negative = inhibition, % at 7.5 µM (by protocol) | actives 0.77% (n = 300,000) | AID 2098;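 active = more than half of replicate wells show activity change below -50%, luminescence cut by over half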;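 also: luciferase reports HSF-1 transcriptional activity via heat shock element; 0% = median of DMSO wells and -100% = zero luminescence signal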
HSP90 inh = inhibitors of HSP90 luciferase refolding in rabbit reticulocyte lysate; luciferase refolding luminescence, 3 h; inhibition, % at 5.6 µM; actives 0.91% (n = 290,000); AID 1789;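 active = inhibition above the screen-wide mean plus 3 SD, computed separately per campaign, cut at about 16% in these data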;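 also: 0% = DMSO wells and 100% = 60 µM geldanamycin wells; inhibitors lower the luminescence because luciferase stays unfolded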
DYRK1A inh = inhibitors of rat Dyrk1A kinase; inhibition, % at 12.5 µM; actives 0.43% (n = 310,000); ADP-Glo luminescence, NFATc1 peptide; Q63470; in the data active = inhibition above about 50%;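 also: plate controls were vehicle with enzyme for no effect and no enzyme for full effect; many of its hits are not listed in these tables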
HSF-1 act = increases HSF-1 driven luciferase reporter signal; NIH3T3-HGL HSF-1 luciferase reporter, MG132, 8 h; 100% = twice DMSO control signal; activation, % at 9 µM; actives 1.7% (n = 300,000); AID 504408;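 active = mean replicate activation of at least 50% with a set share of replicates each reaching 50%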;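 also: 0% = median of the neutral control wells and 100% = twice that signal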
GSK3A inh = blocks human GSK-3 alpha kinase. ADP-Glo luminescence, 60 min. inhibition, % at 10 µM. actives 0.1% (n = 320,000). AID 2650;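 in the data active = inhibition above about 50%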;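 also: GST-tagged GSK-3 alpha with peptide substrate and 25 µM ATP; 0% = DMSO neutral wells and 100% = GW8510 positive control wells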
Target sequence (P49840 whole entry, looked up): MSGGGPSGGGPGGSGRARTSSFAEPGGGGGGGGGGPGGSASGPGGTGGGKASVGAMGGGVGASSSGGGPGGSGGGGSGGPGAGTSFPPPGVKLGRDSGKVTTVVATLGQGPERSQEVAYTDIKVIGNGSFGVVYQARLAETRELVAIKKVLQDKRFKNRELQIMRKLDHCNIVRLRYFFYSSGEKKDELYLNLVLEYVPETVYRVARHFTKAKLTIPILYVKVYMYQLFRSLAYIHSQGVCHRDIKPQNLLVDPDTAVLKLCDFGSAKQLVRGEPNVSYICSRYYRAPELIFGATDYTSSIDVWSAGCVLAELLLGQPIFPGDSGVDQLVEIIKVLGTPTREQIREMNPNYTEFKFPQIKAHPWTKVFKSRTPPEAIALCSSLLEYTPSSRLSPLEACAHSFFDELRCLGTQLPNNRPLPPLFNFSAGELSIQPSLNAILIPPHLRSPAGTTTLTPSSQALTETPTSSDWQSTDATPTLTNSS
* = called active by the depositor; · = no result given.

(1) Cc1cc(=O)n(C)c2ccc(S(=O)(=O)N3CCOCC3)cc12
(2) O=C(N/N=C/c1c[nH]c2ccccc12)c1[nH]c2ccc(Br)cc2c1-c1ccccc1
(3) O=C(NC1=NCCS1)c1sc2cc(F)ccc2c1Cl
(4) COc1ccc(/C=C/C(=O)OC(C)CN2CCCCC2)cc1 (stereo not drawn)
(5) CN(c1ncnc(N)c1[N+](=O)[O-])C1CCS(=O)(=O)C1 (stereo not drawn)
(6) CCOc1ccccc1N1CCN(C(=O)c2cc3cc(OC)ccc3[nH]2)CC1
(7) CCOC(=O)c1cnc(-c2ccccc2)nc1N(C)C
(8) Fc1ccc(OCCOCCOc2cccc3[nH]ccc23)cc1
Screen / compound no. | 1 | 2 | 3 | 4 | 5 | 6 | 7 | 8
Platelet DG rel | 0 | -8 | -11 | 0 | -4 | 3 | 11 | 3
KLF5 inh | -22 | 44 | -84 | -3 | -17 | -59 | -24 | -6
GSK3beta inhib | -1 | 4 | 4 | 2 | -37 | 6 | 2 | 2
aSyn UTR inh | -10 | -26 | -191 | 3 | 3 | 5 | -241 | -8
IEC-6 cytotox | 15 | 82* | -1 | 1 | -5 | 11 | 5 | 0
HSF1 inh | 0 | -21 | -5 | 4 | -38 | -28 | 13 | 6
HSP90 inh | -4 | 1 | -1 | -3 | -4 | 3 | -2 | -2
DYRK1A inh | · | -2 | 1 | 3 | 16 | 3 | -6 | -6
HSF-1 act | 3 | -38 | -7 | 3 | -46 | -45 | 16 | 27
GSK3A inh | -2 | · | 0 | 1 | 55* | -2 | -1 | -1

(9) Cc1nc(COC(=O)c2ccc(S(=O)(=O)N3CCCC3)cc2)cs1
(10) Cc1ccc(Nc2nnc(SCC(=O)Nc3ncc(S(=O)(=O)c4ccc([N+](=O)[O-])cc4)s3)s2)cc1
(11) O=C(COc1ccccc1)Nc1ccc(Cl)cn1
(12) O=C(Cn1cnc2ccccc2c1=O)Nc1cccc(S(=O)(=O)N2CCCCC2)c1
(13) CCOC(=O)C1CCCN(c2nc(C)nc3c2oc2ccccc23)C1 (stereo not drawn)
(14) O=C(CN1CCN(Cc2cccc(Cl)c2)C1=O)NCc1cccs1
(15) CCOC(=O)C(NC(=O)NCc1ccc(OC)cc1)(OCC)C(F)(F)F (stereo not drawn)
(16) CC(=O)c1ccccc1OC(=O)CCN1C(=O)C2C3C=CC(C4CC34)C2C1=O (stereo not drawn)
Screen / compound no. | 9 | 10 | 11 | 12 | 13 | 14 | 15 | 16
Platelet DG rel | 0 | -5 | -1 | -4 | 9 | -1 | 2 | -4
KLF5 inh | -10 | -3 | -39 | -5 | -22 | -18 | 14 | -8
GSK3beta inhib | 1 | -1 | -2 | 4 | 0 | -1 | 2 | -2
aSyn UTR inh | 1 | -20 | -114 | 7 | 22 | 8 | 11 | 12
IEC-6 cytotox | -1 | -1 | 6 | 4 | 0 | -2 | -2 | -4
HSF1 inh | 6 | -32 | 16 | -3 | -14 | -3 | 0 | -3
HSP90 inh | -1 | 0 | 1 | 0 | -1 | 1 | -1 | -5
DYRK1A inh | 3 | 0 | 1 | 1 | 0 | -7 | 2 | 3
HSF-1 act | 3 | -45 | 43 | 29 | 6 | 6 | -3 | -4
GSK3A inh | 1 | -4 | 5 | -4 | -5 | -5 | -5 | -1

(17) COc1ccccc1C(=O)NN=C1CCN(Cc2ccccc2)CC1
(18) COc1ccc(NC(=O)CSCc2ccccc2C)cc1
(19) CC1=NOC(=O)/C1=C\c1ccc(-c2cccc(Cl)c2)o1
(20) CC(C)(C(=O)c1ccccc1)/[N+]([O-])=C/c1ccc(Br)cc1
(21) COc1ccc2nc(NC(=O)c3ccc(NS(=O)(=O)c4cccs4)cc3)sc2c1
(22) CCOc1ccc(Cc2nnc(SCC(=O)Nc3c(C)cccc3C)[nH]c2=O)cc1
(23) COc1ccnc(Oc2cc(Cl)cc(Cl)c2)c1C#N
(24) O=C(NC(=S)N1CCN(c2ccc([N+](=O)[O-])cc2)CC1)c1ccccc1Cl
Screen / compound no. | 17 | 18 | 19 | 20 | 21 | 22 | 23 | 24
Platelet DG rel | 8 | 17 | 5 | -3 | 3 | -10 | -1 | 0
KLF5 inh | -35 | -29 | -6 | -37 | -33 | · | -26 | -10
GSK3beta inhib | 3 | 2 | 0 | -12 | 2 | 4 | 0 | -1
aSyn UTR inh | -73 | -90 | 15 | 9 | -67 | 11 | 3 | 12
IEC-6 cytotox | 0 | -4 | 6 | -5 | 4 | · | 2 | -3
HSF1 inh | 0 | 14 | 10 | 1 | 2 | 0 | 3 | 2
HSP90 inh | 3 | 2 | 3 | -1 | 2 | · | -2 | -2
DYRK1A inh | · | -12 | 1 | 0 | 47 | 19 | 1 | 2
HSF-1 act | 1 | 33 | 6 | 5 | 4 | -11 | 2 | 14
GSK3A inh | -2 | -9 | -1 | 0 | -2 | -5 | 0 | ·

(25) CCS(=O)(=O)c1ccc2oc(Nc3ccccc3C)nc2c1
(26) COc1cc(CN2CCN(c3cccc(C)c3C)CC2)cc(OC)c1O
(27) CCOc1cccc(-c2nn3c(-c4cc(C)[nH]n4)nnc3s2)c1
(28) O=C(COC(=O)CCC(=O)Nc1nccs1)NCc1ccco1
(29) CC(NC(=O)c1cc(F)c(F)cc1Cl)c1ccncc1 (stereo not drawn)
(30) CCCCC(=O)NCCNc1nc2c(c(=O)n(C)c(=O)n2C)n1Cc1ccccc1
(31) CCO[C@H]1OC(C(=O)NC2CC2)=C[C@@H](c2c[nH]c3ccccc23)[C@@H]1CCCO
(32) CCN(CC)/C(=N\S(=O)(=O)c1ccccc1C)c1ccccc1
Screen / compound no. | 25 | 26 | 27 | 28 | 29 | 30 | 31 | 32
Platelet DG rel | 38 | 5 | -4 | 2 | -1 | 3 | 3 | -20
KLF5 inh | -85 | -44 | -10 | -18 | 1 | -2 | · | -16
GSK3beta inhib | -2 | -1 | 4 | 1 | 0 | 0 | 2 | 1
aSyn UTR inh | -122 | -4 | -3 | 12 | 22 | 15 | 11 | 4
IEC-6 cytotox | 4 | -1 | -3 | 5 | 1 | 2 | · | -2
HSF1 inh | 21 | -65* | -7 | -5 | 2 | -13 | -2 | -2
HSP90 inh | -2 | -1 | 3 | 1 | 1 | -2 | · | -2
DYRK1A inh | 0 | 3 | 1 | -1 | · | -2 | -6 | -7
HSF-1 act | 38 | -74 | -14 | -1 | -2 | -6 | -4 | 12
GSK3A inh | -3 | 0 | 6 | 4 | -4 | 0 | 3 | -6

A different layout for some results above:
[29] CC(NC(=O)c1cc(F)c(F)cc1Cl)c1ccncc1 (stereo not drawn)
  Platelet DG rel = -1; KLF5 inh = 1; GSK3beta inhib = 0; aSyn UTR inh = 22; IEC-6 cytotox = 1; HSF1 inh = 2; HSP90 inh = 1; DYRK1A inh = ·; HSF-1 act = -2; GSK3A inh = -4

[30] CCCCC(=O)NCCNc1nc2c(c(=O)n(C)c(=O)n2C)n1Cc1ccccc1
  Platelet DG rel = 3; KLF5 inh = -2; GSK3beta inhib = 0; aSyn UTR inh = 15; IEC-6 cytotox = 2; HSF1 inh = -13; HSP90 inh = -2; DYRK1A inh = -2; HSF-1 act = -6; GSK3A inh = 0

[31] CCO[C@H]1OC(C(=O)NC2CC2)=C[C@@H](c2c[nH]c3ccccc23)[C@@H]1CCCO
  Platelet DG rel = 3; KLF5 inh = ·; GSK3beta inhib = 2; aSyn UTR inh = 11; IEC-6 cytotox = ·; HSF1 inh = -2; HSP90 inh = ·; DYRK1A inh = -6; HSF-1 act = -4; GSK3A inh = 3

[32] CCN(CC)/C(=N\S(=O)(=O)c1ccccc1C)c1ccccc1
  Platelet DG rel = -20; KLF5 inh = -16; GSK3beta inhib = 1; aSyn UTR inh = 4; IEC-6 cytotox = -2; HSF1 inh = -2; HSP90 inh = -2; DYRK1A inh = -7; HSF-1 act = 12; GSK3A inh = -6

Following part.
(33) CN(C)S(=O)(=O)c1cccc(COC(=O)c2cccnc2Cl)c1
(34) Cn1cc(S(=O)(=O)CC(=O)Nc2ccc3c(c2)OCCO3)c2ccccc21
(35) C=CCN(Cc1nc(-c2ccccc2)no1)C(=O)c1ccco1
(36) Cc1ccc(CN2CCN(/N=C\C(Br)=C\c3ccccc3)CC2)cc1
(37) CC(C)CC1CCCCC1OC(=O)CN1CCCCC1 (stereo not drawn)
(38) C/C(N)=C(/C#N)C(=O)CSc1nc2ccccc2c(=O)n1-c1ccc(C)c(Cl)c1
(39) Cn1c(=O)c2[nH]c(Nc3ccccc3)nc2n(C)c1=O
(40) Clc1ccc(SCc2cc(N3CCOCC3)nc(-c3ccccn3)n2)cc1
Screen / compound no. | 33 | 34 | 35 | 36 | 37 | 38 | 39 | 40
Platelet DG rel | -3 | -24 | -8 | -4 | 3 | 3 | -2 | 5
KLF5 inh | -15 | -2 | -14 | 2 | -6 | 3 | 27 | -26
GSK3beta inhib | -1 | 4 | 1 | 3 | 1 | -2 | -19 | -3
aSyn UTR inh | 3 | 1 | 10 | -8 | -12 | 24 | 10 | 17
IEC-6 cytotox | 4 | 2 | 2 | -4 | -7 | -2 | 2 | 3
HSF1 inh | -5 | -8 | -1 | -2 | -7 | -6 | -9 | ·
HSP90 inh | -5 | 0 | 6 | -1 | 0 | -4 | -1 | 0
DYRK1A inh | 3 | 1 | 0 | -1 | -3 | -3 | 25 | 2
HSF-1 act | 3 | 1 | 0 | 15 | 22 | -13 | 2 | ·
GSK3A inh | 1 | -3 | 0 | · | -3 | -3 | 5 | 0

(41) COc1cc(Cl)cc(C(=O)O)c1OCC(=O)O
(42) COc1ccc(-c2cc(C(=O)OC(C)C(=O)Nc3c(C)n(C)n(-c4ccccc4)c3=O)c3ccccc3n2)cc1 (stereo not drawn)
(43) CCc1cccc(NC(=O)C2CCN(S(=O)(=O)c3cccs3)CC2)c1
(44) COc1ccc(Nc2cc(C)nc(-n3nc(C)cc3C)n2)cc1
(45) COc1cccc(C(=O)N/N=C(\C)c2ccc(NC(=O)Cc3ccccc3)cc2)c1OC
(46) CCCCOC(=O)Nc1ccc(S(=O)(=O)Nc2ccc([N+](=O)[O-])cc2)cc1
(47) O=C(Cn1nnc(-c2ccccc2F)n1)Nc1ccc2c(c1)OCCO2
(48) O=C(CSCc1ccccc1)N/N=C/c1cc2c(cc1Br)OCO2
(49) COc1ccc(C(=O)N/C(=C\c2ccccc2)C(=O)N2CCOCC2)cc1
Screen / compound no. | 41 | 42 | 43 | 44 | 45 | 46 | 47 | 48 | 49
Platelet DG rel | 13 | -3 | 1 | -9 | -1 | 3 | 2 | 15 | 5
KLF5 inh | -17 | 11 | -40 | 76* | -74 | -27 | -21 | -14 | -5
GSK3beta inhib | 2 | -2 | -4 | 1 | 1 | 1 | 3 | -1 | 1
aSyn UTR inh | 11 | -23 | 22 | 93* | -88 | 7 | -15 | 5 | -18
IEC-6 cytotox | -4 | 3 | -1 | 85* | 0 | -6 | -5 | 12 | 1
HSF1 inh | -3 | 4 | 4 | -12 | 8 | 2 | -1 | -3 | -6
HSP90 inh | -6 | 0 | -1 | 6 | -5 | 1 | -7 | -5 | 1
DYRK1A inh | 1 | -1 | 3 | 4 | -6 | -2 | 1 | 1 | -6
HSF-1 act | -4 | 0 | -5 | -24 | 36 | 17 | 11 | 7 | -14
GSK3A inh | -2 | -2 | -4 | 1 | -3 | -3 | -4 | -2 | 2

Along the list, from the results shown:
KLF5 inh, compounds 41–49 → -17, 11, -40, 76*, -74, -27, -21, -14, -5

A portion of the library, so the mix of outcomes need not match the whole.
